ANO1 activ: activators or potentiators of mouse TMEM16A chloride channel; B-score at 10 µM; Q8BHY3; HEK293 TMEM16A/YFP-H148Q/I152L, iodide quench fluorescence; hits give low values; AID 623877; hit rate 0.3% among 340,000;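 active means fluorescence-ratio B-score plate-corrected deviation score at least 3 library SD below zero, with starting fluorescence score within 5 deviations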;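 further: channel opened by trigger with iodide after compound preincubation; score built on the fluorescence ratio of max minus min over baseline; more negative score means more quench and so TMEM16A activation or potentiation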
MrgX1 agonist: activates human MrgX1 receptor signaling | Q96LB2 | MrgX1-HEK293 cells, Fluo-4 calcium fluorescence, agonist mode; hits give high values | B-score at 10 µM | hit rate 0.44% among 310,000;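 active means calcium response B-score plate-corrected fluorescence ratio at least 3 library SD, with starting fluorescence B-score inside 5 SD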
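Test system: HEK293 cells stably expressing human MrgX1 receptor; amount: 15,000 cells per well; doses: compound delivered in addition one of three; times: overnight plating before 1 h dye loading; detection: Fluo-4 NW calcium-flux fluorescence, kinetic read; read-out basis: B-scored fluorescence response ratio; controls: positive and negative controls per plate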
MrgX1 PAM: allosterically activates human MrgX1 receptor signaling; Q96LB2; MrgX1-HEK293, Fluo-4 calcium flux, FDSS; hits give high values; B-score at 10 µM; hit rate 0.63% among 310,000; AID 588675;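 active means plate-corrected calcium response at least 3 library SD above typical, normal starting fluorescence, not activating the receptor alone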;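 further: compound read alongside a low EC10 to EC30 dose of BAM8-22 agonist; peak minus trough fluorescence over baseline measured at the second addition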
TRPC4 potent: TRPC4 (mouse) allosteric potentiation. HEK293 TRPC4beta/mu-opioid, DAMGO EC20, Fluo-4 Ca2+ flux; hits give high values. B-score at 10 µM. hit rate 0.42% among 310,000;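 active means B-score of calcium response area above 5 SD of library B-scores, with initial fluorescence ratio within 5 SD of library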;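 further: B-score of integrated fluorescence ratio over time as area under calcium response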
TRPC6 activator: activators of mouse TRPC6 channel; Q61143; HEK293-TRPC6 membrane potential dye fluorescence; hits give high values; B-score at 10 µM; hit rate 0.13% among 310,000; AID 2550;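 active means B-score of the integrated fluorescence ratio above library mean plus 3 SD, and starting fluorescence ratio within library mean plus 5 SD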;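 further: higher score means more depolarization so channel activation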
TRPC4 agonist: activators of mouse TRPC4 channel; Q9QUQ5; HEK293 TRPC4beta/mu-opioid, Fluo4 calcium fluorescence; hits give high values; B-score at 10 µM; hit rate 0.49% among 310,000; AID 2237;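 active means B-score above 5 SD of library B-scores, and initial fluorescence ratio not above library mean plus 5 SD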;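 further: positive B-score marks a calcium rise read as TRPC4 activation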
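system = HEK293 cells stably co-expressing mouse TRPC4beta and mu-opioid receptor | schedule = Fluo4 dye loading 45 min at room temperature, 110 s recording | measure = B-scored integrated calcium fluorescence ratio | signal = Fluo4 calcium-sensitive dye fluorescence, kinetic, 1 Hz baseline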
SKKanGAS inh: inhibitors of SKKanGAS S. pyogenes growth in kanamycin (SK-promoter or general growth effect); BacTiter-Glo, 6 h; inhibition, % at 7.5 µM; hit rate 1.3% among 300,000;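 active means mean replicate score, as percent of positive control median, at least 50; inconclusive means mean below 50 but one replicate at or above 50; inactive means mean and every replicate below 50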;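 further: strain carries kanamycin resistance gene driven by streptokinase promoter and grows in 40 µg/ml kanamycin; loss of luminescence reflects streptokinase promoter inhibition or plain growth inhibition; 0% = median of DMSO wells and 100% = positive control at its reference dose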
TMEM16A inh: inhibitors of mouse TMEM16A calcium-activated chloride channel; Q8BHY3; HEK293 TMEM16A/YFP iodide influx fluorescence, ionomycin; normalized B-score (activity score, 25-100; higher = stronger inhibition) at 10 µM; hit rate 1.2% among 310,000; AID 588511;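 active means ratio plate-corrected score three or more library SD toward inhibition, starting fluorescence score within five deviations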;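 further: score derived from kinetic fluorescence span divided by baseline fluorescence per well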
MrgX1 antagonist: human MrgX1 receptor antagonism, primary screen; Q96LB2; MRGX1-HEK293 calcium flux, Fluo-4, BAM8-22 antagonism; hits give low values; B-score at 10 µM; hit rate 1.3% among 310,000; AID 588676;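 active means calcium-response B-score plate-corrected more than 3 library SD below zero, starting fluorescence within 5 deviations, no agonist response on first addition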;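 further: peak minus trough fluorescence over baseline after final BAM8-22 challenge near maximal dose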
TRPC4 block: inhibitors of mouse TRPC4 channel. Q9QUQ5. HEK293 TRPC4beta/mu-opioid, DAMGO-evoked Fluo4 calcium flux; hits give low values. B-score at 10 µM. hit rate 0.39% among 300,000. AID 2247;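 active means B-score over 3 SD under the library average, no early fluorescence shift, positive overall ratio signal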
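test system = HEK293 cells with stable TRPC4beta plus mu-opioid receptor expression | detection = Fluo4 Ca2+ flux fluorescence | read-out = integrated fluorescence ratio relative to baseline, converted to per-well B score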
TRPC6 inh: inhibitors of mouse TRPC6 channel. hit rate 1.1% among 310,000. B-score at 10 µM. AID 2553. Q61143. HEK293-TRPC6, membrane potential dye, ACh-evoked depolarization; hits give low values;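 active means B-score under library mean minus 3 SD, initial fluorescence not abnormally high, positive integrated signal ratio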;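 further: B-score derived from integrated fluorescence ratio over the kinetic read; more negative B-score means stronger inhibition of depolarization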
* = called active by the depositor; i = inactive; u = inconclusive; x = no result given.

Under each structure – ANO1 activ	MrgX1 agonist	MrgX1 PAM	TRPC4 potent	TRPC6 activator	TRPC4 agonist	SKKanGAS inh	TMEM16A inh	MrgX1 antagonist	TRPC4 block	TRPC6 inh
COc1cc(/C=N/NC(=O)c2ccc(N(C)S(=O)(=O)c3ccccc3)cc2)cc(OC)c1OC
→ i	i	i	i	i	i	3	i	i	i	i
CCn1cc(C(=O)OCC(=O)Nc2ccc(S(=O)(=O)N3CCCC3)cc2)c(=O)c2ccc(C)nc21
→ i	i	i	i	i	i	u	i	i	i	i
COCCNC(=O)CSc1ccc(-c2nc3ccccc3[nH]2)cn1
→ i	i	i	i	i	i	-2	i	i	i	i
CCCCCCOc1ccc(NC(=O)CC2C(=O)N(CC)C(=S)N2Cc2ccco2)cc1 (stereo unspecified)
→ i	i	i	i	i	i	39	i	i	i	i
O=C(NCc1cccnc1)c1nnc(Cc2ccc(F)cc2)o1
→ i	i	i	i	i	i	4	i	i	i	i
CCOCCSc1nnc2nc(C)cc(C)n12
→ i	i	i	i	i	i	1	i	i	i	i
O=C(CSc1nc(=O)n2ccccc2n1)NCc1ccccc1
→ i	i	i	i	i	i	-4	i	i	i	i
Cc1ccc(-n2nc3c(c2NC(=O)c2ccc4c(c2)OCO4)CS(=O)C3)c(C)c1 (stereo unspecified)
→ i	i	i	i	i	i	-5	i	i	i	i
CCOC(=O)C1CCCN(C(=O)Cc2ccc(Cl)cc2)C1 (stereo unspecified)
→ i	i	i	i	i	i	-3	i	i	i	i
COc1ccccc1N(C)S(=O)(=O)c1ccc(C(=O)OC(C)C(=O)NCc2ccc3c(c2)OCO3)cc1 (stereo unspecified)
→ i	i	i	i	i	i	0	i	i	i	i
COc1ccc(S(=O)(=O)NCCSC(C)(C)C)cc1
→ i	i	i	i	i	i	1	i	i	i	i
O=C(CCS(=O)(=O)c1ccccc1)Nc1nc2c(s1)CCCC2
→ i	i	i	i	i	i	-4	i	i	i	i
O=C(CSC1=NS(=O)(=O)c2cc(Cl)ccc2N1)Nc1ccccc1C(F)(F)F
→ i	i	i	i	i	i	16	i	-10*	i	i
Cc1cccc(NC(=O)C2CCCN(c3nc(C)cc(C)n3)C2)c1 (stereo unspecified)
→ i	i	i	i	i	i	1	i	i	i	i
C=CCOC(=O)C1=C[C@@H](c2cn(C(C)=O)c3ccccc23)C[C@@H](OCc2ccc(CO)cc2)O1
→ i	i	i	i	i	i	11	i	i	i	i
Nc1ncc(-c2ccccc2)c(-c2ccc(OCc3ccccc3)cc2O)n1
→ i	i	i	i	i	i	19	i	i	i	i
CCn1ncc(CN2CCN(Cc3cccc(OC)c3)C(CCO)C2)c1C (stereo unspecified)
→ i	i	i	i	i	i	-5	i	i	i	i
CCOc1ccc(-c2c(C(=O)N/N=C/c3ccc(Cl)cc3)nnn2-c2nonc2N)cc1
→ i	i	i	i	i	i	13	i	i	i	i
NC(=O)c1sc2nc(-c3ccco3)ccc2c1N
→ i	i	i	i	i	i	2	i	i	i	i
N#C/C(=C\c1cccc([N+](=O)[O-])c1)c1nnc2n1CCCCC2
→ i	i	i	i	i	i	-4	i	i	i	i
CCCCC1(C)OC(=O)C(=Cc2c[nH]c3ccccc23)C(=O)O1 (stereo unspecified)
→ i	i	i	i	i	i	-3	i	i	i	i
CCOc1ccc(/C=N/NC(=O)c2nnn(-c3nonc3N)c2CN(C)C2CCCCC2)cc1
→ i	i	i	i	i	i	-1	i	i	i	i
CC(=O)Nc1ccc(/C=N/NC(=S)NC(C)C)cc1
→ i	i	i	i	i	i	1	i	i	i	i
Cc1ccc(C)c(NS(=O)(=O)c2ccc(OCC(=O)N3CCCC3)cc2)c1
→ i	i	i	i	i	i	10	i	i	i	i
Cn1c(=O)c2c(nc3n2CC(COc2ccccc2)O3)n(C)c1=O (stereo unspecified)
→ i	i	i	i	i	i	-2	i	i	i	i
Cc1[nH]c2ccccc2c1C(=O)CSc1n[nH]c(N)n1
→ i	i	i	i	i	i	3	i	i	i	i
CCN(CC)S(=O)(=O)c1ccc2[nH]c(=O)cc(C(=O)Nc3cccc(C(C)=O)c3)c2c1
→ i	i	i	i	i	i	-13	i	i	i	i
CC1CCN(C2=NC(=O)/C(=C/c3cn(-c4ccccc4)nc3-c3cccc(S(=O)(=O)N(C)C)c3)S2)CC1
→ i	i	i	i	i	i	12	i	i	i	i
COc1cccc(NC(=O)c2ccccc2NS(C)(=O)=O)c1
→ i	i	i	i	i	i	0	i	i	i	i
CCOc1cccc2sc(N(CCCN(C)C)C(=O)c3ccc(S(=O)(=O)N4CCCCCC4)cc3)nc12
→ i	i	i	i	i	i	3	i	i	i	i
Cn1nc(C(C)(C)C)c([N+](=O)[O-])c1C(=O)NCCO
→ i	i	i	i	i	i	1	i	i	i	i
Nc1nnc(SCc2cc3c(cc2Cl)OCO3)s1
→ i	i	i	i	i	i	5	i	-6.3*	i	i
CC(=C/c1ccco1)/C=N/NC(=O)c1nnn(-c2nonc2N)c1CN(C)C
→ i	i	i	i	i	i	-5	i	i	i	i
CCOC(=O)Cc1nnc(NC(=O)c2ccccc2OCC)s1
→ i	i	i	i	i	i	-1	i	i	i	i
O=C(O)c1cnc(-c2ccccc2)nc1Sc1cccc(Cl)c1
→ i	i	i	i	i	i	15	i	i	i	i
O=C(NNc1ccccn1)C(c1ccccc1)c1ccccc1
→ i	i	i	i	i	i	5	i	i	i	i
Cc1cccn2c(CN(C)CC3CCCCO3)c(C(=O)N3CCCCC3)nc12 (stereo unspecified)
→ i	i	i	i	i	i	-2	i	i	i	i
COCCn1c(-c2ccc(SC)cc2)nc2c1c(=O)[nH]c(=O)n2CC(C)C
→ i	i	i	i	i	i	-7	i	i	i	i
COc1ccc(C(NC(=O)c2cc(OC)ccc2OC)c2ccccc2)cc1 (stereo unspecified)
→ i	i	i	i	i	i	-2	i	i	i	i
CSc1cc(-c2ccccc2)[nH]c(=O)c1C#N
→ i	i	i	i	i	i	-9	i	i	i	i
COCCC(=O)NNS(=O)(=O)c1ccc(Cl)cc1
→ i	i	i	i	i	i	2	i	i	i	i
COc1cccc(C(=O)NC2CCN(CC(=O)Nc3c(C)cc(C)cc3C)CC2)c1
→ x	i	i	i	i	i	-5	i	i	i	i
COCCOc1cc(NC(=O)c2cccc(OC)c2)c(Cl)cc1Cl
→ i	i	i	i	i	i	17	i	i	i	i
Cc1ccc2c(c1)CCCN2C(=O)c1cccs1
→ i	i	i	i	i	i	-4	i	i	x	i
Cc1ccc(C(=O)NNC(=O)C2CCN(Cc3ccccc3)CC2)cc1
→ i	i	i	i	i	i	-1	i	i	i	i
Cc1cc(Br)cn2cc(C(=O)O)nc12
→ i	i	i	i	i	i	-5	i	i	i	i
Cc1ncc(CN2CCN(Cc3ccc(F)cc3)C(CCO)C2)s1 (stereo unspecified)
→ i	i	i	i	i	i	3	i	i	i	i
O=C(CSCc1cccc(Br)c1)NC1CC1
→ i	i	i	i	i	i	2	i	i	i	i
O=C(Nc1ccccc1)c1cc([N+](=O)[O-])ccc1NC1CCCCC1
→ i	i	i	i	i	i	19	i	i	i	i
COc1ccc(CC(=O)OC(C)C(=O)Nc2ccc(S(N)(=O)=O)cc2)cc1 (stereo unspecified)
→ i	i	i	i	i	i	-2	i	i	i	i
CC(C)c1ccc2oc3nc(N)c(C(=O)O)cc3c(=O)c2c1
→ x	i	i	i	i	i	27	i	i	i	i
COc1cc(OC)cc(C(=O)Nc2ccc3c(c2)OCCO3)c1
→ i	i	i	i	i	i	7	i	i	i	i
CCOc1ccc(CNS(=O)(=O)c2c(C(=O)N3CCCC3)c(C)n(C)c2C)cc1OC
→ i	i	i	i	i	i	-13	i	i	i	i
COCCn1c(=O)[nH]c2cc(C(=O)OC)ccc2c1=O
→ i	i	i	i	i	i	-5	i	i	i	i
Cc1cccc(NC(=S)N=Nc2c(O)n(C)c3ccc(S(=O)(=O)N4CCOCC4)cc23)c1
→ i	i	i	i	i	i	20	i	i	i	i
CC(C)n1c(CN2CCN(C(=O)c3ccco3)CC2)nc2c1c(=O)n(C)c(=O)n2C
→ i	i	i	i	i	i	7	i	i	i	i
COC(=O)c1ccccc1NC(=S)NC(=O)C1CCCCC1
→ i	i	7.5*	16*	i	i	-8	i	i	i	i
CNC(=O)c1c(I)c(C(=O)NCC(=O)Nc2c(I)c(C(=O)O)c(I)c(C(=O)NCCO)c2I)c(I)c(N(C)C(C)=O)c1I
→ i	i	i	x	x	x	x	i	i	x	x
COc1ccc(CCNC(=O)C2CCN(C(=O)c3ccc([N+](=O)[O-])cc3)CC2)cc1
→ i	i	i	i	i	i	-5	i	i	i	i
O=C(O)/C=C/C(=O)N1N=C(c2ccco2)CC1c1ccco1 (stereo unspecified)
→ i	i	i	i	i	i	6	i	i	i	i

(continued)
Under each structure – ANO1 activ	MrgX1 agonist	MrgX1 PAM	TRPC4 potent	TRPC6 activator	TRPC4 agonist	SKKanGAS inh	TMEM16A inh	MrgX1 antagonist	TRPC4 block	TRPC6 inh
CCCCn1c(N)c(N(CCOC)C(=O)c2cccc(OCc3ccccc3)c2)c(=O)[nH]c1=O
→ i	i	i	i	i	i	2	i	i	i	i
O=C(O)c1cnn(-c2nc(-c3ccc(Br)cc3)cs2)c1C(F)(F)F
→ i	i	i	i	i	i	14	i	i	i	i
COCCNC(=O)C(c1cccc(OC)c1)N(Cc1cccs1)C(=O)Cn1nnc2ccccc21 (stereo unspecified)
→ i	i	i	i	i	i	-4	i	i	i	i
N#CCCN1CCN(S(=O)(=O)c2ccc(S(=O)(=O)NC3CC3)cc2)CC1
→ i	i	i	i	i	i	-3	i	i	i	i

Source: PubChem BioAssay (several laboratories)

No enrichment for hits. About 6.7% of those tested had a hit in this group.
